Source: PubChem (Sanford-Burnham Center for Chemical Genomics)
mIAP block: inhibitors of mouse IAP, primary screen, biochemical, luminescence, uHTS; intestinal alkaline phosphatase [Mus musculus]; purified mouse IAP, CDP-Star luminescence, 30 min; inhibition, % at 10 µM; actives 0.2% (n = 330,000);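 active = inhibition of at least 40% at 10 µM in the primary screen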;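 note: plate controls were DMSO with enzyme for no effect and no enzyme wells for full effect; values of inactives mirror those of a sister screen read the other way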
SENP1 FRET inh: human SENP1 catalytic domain inhibitors, primary screen, biochemical, FRET, uHTS | Sentrin-specific protease 1 (Homo sapiens), Q9P0U3 | actives 0.21% (n = 360,000) | inhibition, % at 10 µM | recombinant SENP1 catalytic domain, CyPet-SUMO1-YPet FRET cleavage | AID 624204, 2012;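 active = inhibition at least 30% at 10 µM, raw YFP signal under a set limit, fluorescence ratio 0.5 to 1.5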;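 note: 0% = enzyme with DMSO and 100% = no enzyme wells; some results filed as inactive read as strong as hits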
Target sequence (Q9P0U3 419-644 limits assumed): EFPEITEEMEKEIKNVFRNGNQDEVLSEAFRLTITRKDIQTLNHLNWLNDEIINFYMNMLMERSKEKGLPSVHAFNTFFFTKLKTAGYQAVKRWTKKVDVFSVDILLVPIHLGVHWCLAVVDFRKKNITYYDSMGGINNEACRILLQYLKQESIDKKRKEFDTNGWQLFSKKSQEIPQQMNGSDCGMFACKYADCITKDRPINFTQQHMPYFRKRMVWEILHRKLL
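System: Recombinant human SENP1 catalytic domain, His6-tagged | Incubation: Enzyme reaction for 50 min at room temperature, dark | Medium: Tris pH 8 with BME, BSA, NP40 and catalase | Also added: 25 nM SUMO1 FRET substrate | Compound: 10 µM single point, 0.5% DMSO | Measured by: FRET fluorescence in CFP and YFP emission channels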
APOBEC3G inh: APOBEC3G DNA deaminase inhibitors, primary screen, biochemical, fluorescence, single-stranded DNA substrate, uHTS | DNA dC->dU-editing enzyme APOBEC-3G (Homo sapiens), Q9HC16 | recombinant A3G, ssDNA deamination FAM/TAMRA fluorescence | inhibition, % at 20 µM | actives 0.28% (n = 330,000) | AID 493012, 2011;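 active = inhibition of at least 40% at 20 µM, with no more than 30% in the related APOBEC3A deaminase screen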;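 note: plate controls were DMSO wells with A3G for no effect and wells lacking A3G enzyme for full effect; some compounds called inactive have numbers as strong as hits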
NLRP3 yeast inh: NALP3 inflammasome inhibitors in reconstituted yeast, primary screen, luminescence, uHTS | Yeast reconstituted NLRP3/ASC/caspase-1, beta-gal luminescence, 24 h | inhibition, % at 10 µM | actives 0.39% (n = 330,000);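 active = inhibition of 50% or more; inactive = inhibition below 50%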;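 note: plate controls were induced DMSO wells for no effect and uninduced yeast grown without galactose for full effect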
beta cell repl: inducers of MIN6 beta-cell proliferation, primary screen, ATP luminescence, uHTS; actives 0.29% (n = 330,000); proliferation, % at 10 µM; MIN6 cells proliferation, ATPlite luminescence, 48 h; cells starved in 0.2% serum; 100% = growth in 10% serum;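 active = compounds whose signal lies at least 3.5 SD above the mean of all wells on their plate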;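 note: 0% = DMSO-treated cells in low-serum medium and 100% = 10% serum control; some compounds called inactive have numbers as strong as hits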
mIAP act: activators of mouse IAP, primary screen, biochemical, luminescence, uHTS | AID 2805, 2010 | activation factor at 10 µM | muIAP, CDP-Star luminescence, 30 min; hits give high values; 1 = vehicle-only enzyme signal, 0 = enzyme-free wells | actives 0.24% (n = 330,000) | intestinal alkaline phosphatase [Mus musculus];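 active = activation factor of at least 2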; note: the source names both 10 and 20 µM as test concentration; values of inactives mirror those of a sister screen read the other way
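also added = chemiluminescent substrate CDP-Star | test system = mouse IAP enzyme | signal = chemiluminescence readout | compound = DMSO-dissolved test compounds | incubation = 30 min at room temperature | benchmarks = DMSO wells, no-enzyme wells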
APOBEC3A inh: APOBEC3A ssDNA deaminase inhibitors, primary screen, selectivity assay for APOBEC3G inhibitor project, biochemical, FAM/TAMRA oligo cleavage fluorescence; DNA dC->dU-editing enzyme APOBEC-3A (Homo sapiens), P31941; recombinant A3A, FAM/TAMRA ssDNA deamination fluorescence; inhibition, % at 20 µM; actives 0.41% (n = 330,000); AID 493011, 2011;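 active = at least 40% inhibition at 20 µM here, with at most 30% in a related deaminase screen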;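 note: plate controls were A3A with DMSO for no effect and wells lacking A3A enzyme for full effect; some results filed as inactive read as strong as hits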
Target sequence (P31941 whole entry, looked up): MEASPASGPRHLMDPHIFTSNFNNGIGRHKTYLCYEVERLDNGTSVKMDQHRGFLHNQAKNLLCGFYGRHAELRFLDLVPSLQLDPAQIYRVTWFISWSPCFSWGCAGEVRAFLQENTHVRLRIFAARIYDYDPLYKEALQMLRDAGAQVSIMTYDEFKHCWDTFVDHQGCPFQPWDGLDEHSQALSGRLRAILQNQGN
hIAP activ: human IAP activators, primary screen, biochemical, luminescence, uHTS; Intestinal-type alkaline phosphatase (Homo sapiens), P09923; purified human IAP, CDP-Star luminescence, 30 min; hits give high values; 1 = vehicle-only enzyme, 0 = enzyme-free background; activation factor at 10 µM; actives 0.16% (n = 330,000); AID 2524, 2010;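 active = activation factor of the enzyme at least 2-fold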; note: the source names both 10 and 20 µM as test concentration; values of inactives mirror those of a sister screen read the other way
Target sequence (P09923 whole entry, looked up): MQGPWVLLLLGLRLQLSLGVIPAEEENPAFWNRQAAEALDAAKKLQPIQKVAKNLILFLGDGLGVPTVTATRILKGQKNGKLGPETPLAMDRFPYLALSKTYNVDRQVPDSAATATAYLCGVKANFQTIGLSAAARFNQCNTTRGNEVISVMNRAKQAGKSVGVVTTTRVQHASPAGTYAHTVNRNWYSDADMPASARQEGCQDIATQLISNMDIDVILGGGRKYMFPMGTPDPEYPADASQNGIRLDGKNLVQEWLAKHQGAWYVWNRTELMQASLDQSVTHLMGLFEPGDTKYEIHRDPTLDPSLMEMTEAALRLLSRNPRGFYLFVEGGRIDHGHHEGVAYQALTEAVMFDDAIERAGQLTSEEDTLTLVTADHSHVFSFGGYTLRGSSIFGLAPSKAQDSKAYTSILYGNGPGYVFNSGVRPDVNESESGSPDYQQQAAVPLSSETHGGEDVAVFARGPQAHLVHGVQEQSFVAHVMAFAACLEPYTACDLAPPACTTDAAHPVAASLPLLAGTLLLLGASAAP
hIAP inh: human IAP inhibitors, primary screen, biochemical, luminescence, uHTS; purified IAP, CDP-Star luminescence, 30 min; inhibition, % at 10 µM; actives 0.12% (n = 330,000);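 active = inhibition reaching a set limit with compound at 10 µM in the primary screen, cut at about 35% in these data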;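 note: plate controls were DMSO wells with enzyme for no effect and no-enzyme buffer wells for full effect; values of inactives mirror those of a sister screen read the other way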
* hit, by the source's call. This is a subset; rates above refer to the full screens.

cpd	molecule	mIAP block	SENP1 FRET inh	APOBEC3G inh	NLRP3 yeast inh	beta cell repl	mIAP act	APOBEC3A inh	hIAP activ	hIAP inh
1	O=c1[nH]cnc2c1N1CCC2CC1	4	0	8	13	-1	0.96	0	0.87	13
2	COc1ccc(CNC(=S)Nc2ccc(F)c(Cl)c2)cc1	-162	3	-9	10	-5	2.6*	-1	1.3	-28
3	Cc1c(Cl)c([N+](=O)[O-])nn1CC(=O)Nc1ccc2c(c1)OCO2	-11	-1	-4	-2	-1	1.1	-2	1.1	-7
4	CS(=O)(=O)c1cccc(C(=O)Nc2cccc(S(=O)(=O)N3CCCC3)c2)c1	5	3	-7	7	-3	0.95	1	1.1	-13
5	COc1cc(CC(=O)NCc2ccco2)cc(OC)c1OC	-4	0	-5	12	-1	1	-2	0.93	7
6	C=C(c1ccccc1C)[n+]1ccccc1	-4	1	-4	17	-1	1	-3	1	-3
7	CCn1nc(C)c(/C=N/NC(=O)Cn2nnnc2N)c1C	7	3	-5	14	4	0.93	0	1	-5
8	CC(C)(C)c1ccc(N=C2SCC(=O)N2Cc2cccs2)cc1	-2	-1	-9	17	-4	1	-4	0.91	10
9	COc1ccc(C(=O)NC(C(=O)N2CCc3ccccc32)C(C)C)cc1 (configuration not stated)	4	1	-3	3	-2	0.96	-3	0.91	9
10	O=C(CSc1nc2cc(Cl)ccc2s1)NCc1ccc2c(c1)OCO2	-1	-1	-1	35	0	1	4	0.96	4
11	Cc1nnc(SCC(=O)Nc2nsc(-c3ccccc3)n2)s1	10	1	-2	25	-3	0.9	1	0.79	22
12	COC(=O)C(c1cc(OC)c(O)c(OC)c1)(N1CCNC(C)C1)C(F)(F)F (configuration not stated)	0	1	1	16	-2	1	-4	1	0
13	O=C(/C=C/c1ccc(F)cc1)NCCCn1ccnc1	8	1	-9	8	-1	0.92	-2	1.2	-16
14	COc1ccc(Oc2cc(F)nc(N)n2)cc1	1	-1	-1	8	-2	0.99	4	0.9	10
15	COc1ccc(N(CC(=O)O)S(C)(=O)=O)cc1OC	-2	1	1	-15	-2	1	1	0.88	12
16	CCOc1ccc(-c2cccc(NC(=O)COc3ccccc3)c2)nn1	2	2	2	26	-3	0.98	2	1.1	-10
17	O=[N+]([O-])c1ccc(Sc2nccn2Cc2ccccc2)c([N+](=O)[O-])c1	3	2	-1	25	-4	0.97	1	1.3	-34
18	O=C(Nc1ccc(Cl)cc1)c1cc2nc(-c3ccco3)cc(C(F)(F)F)n2n1	9	-25	-4	11	-2	0.91	0	0.88	12
19	NC(=O)CSc1nc2scc(-c3ccc(Cl)cc3)c2c(=O)n1Cc1ccccc1	0	-2	-9	14	-2	0.99	-3	0.97	3
20	Cc1ccc(CNC(=O)Cn2ncn3cccc3c2=O)cc1	-13	6	-11	14	0	1.1	-6	1.1	-8
21	CCCCC(CCC(=O)O)(C(=O)OCC)c1csc(Nc2ccc(C)cc2)n1 (configuration not stated)	-4	2	-2	7	3	1	-3	0.99	1
22	CCn1c(SCC(=O)Nc2ccccc2Cl)nnc1C1CC1	7	1	-15	15	-1	0.93	1	0.84	16
23	CCCc1nnc(NC(=O)C2CC(=O)N(CCc3ccc(F)cc3)C2)s1 (configuration not stated)	7	1	-8	8	1	0.93	-3	0.98	2
24	O=C(Nc1nc2ccccc2s1)c1c(F)cccc1Cl	0	2	-5	5	-2	1	-5	0.73	26
25	CCCCn1nc(C(=O)O)ccc1=O	13	2	-3	-19	-1	0.87	1	1.1	-13
26	CCc1nnc2sc(-c3ccc(NC(=O)c4ccc5c(c4)OCCO5)cc3)nn12	9	-8	-5	15	0	0.91	-2	1.1	-13
27	O=C(Nc1nccs1)C1CC=CCC1 (configuration not stated)	1	0	-4	10	0	0.99	2	1.1	-6
28	C=CCN1C(=O)C2(OCCCO2)c2cc(C)ccc21	3	-1	-5	-2	2	0.97	-2	0.95	5
29	O=C(Nc1cccc(Cl)c1)NC1CCS(=O)(=O)C1 (configuration not stated)	-8	-2	-3	21	-1	1.1	-2	1	-4
30	Cc1ccc(SCc2cn3ccccc3n2)cc1	-1	0	-8	9	-2	1	2	1.2	-17
31	COc1ccc(CCNC(=O)COc2ccc(C)nc2[N+](=O)[O-])cc1OC	-2	2	-7	16	0	1	8	1	-1
32	CC(C)COP(=O)(c1ccc(N(C)C)cc1)C(O)c1ccc(Br)cc1 (configuration not stated)	6	2	-9	3	-3	0.94	-3	1	0
33	CCOC(=O)c1c(CSc2ccccc2)n(C)c2ccc(O)c(CN3CCN(C)CC3)c12	0	5	8	10	-6	1	8	1.1	-6
34	Cc1ccccc1Nc1nc(N)nc(CSc2nc3ccccc3s2)n1	8	-12	-1	19	2	0.92	0	1	-2
35	CCCCc1ccc(NS(=O)(=O)c2c(C)n(C)c(=O)n(C)c2=O)cc1	5	-1	1	1	1	0.95	-6	1	-3
36	O=C(O)CN1CCCC1=Nc1ccccc1	13	1	-8	-7	-3	0.87	-4	0.95	5
37	CN(C)C(=O)Cn1cc(S(=O)(=O)Cc2ccccc2)c2ccccc21	6	2	-4	3	2	0.94	-1	0.87	13
38	Cc1noc(C)c1NC(=O)NCCN1CCN(Cc2ccccc2)CC1	4	0	-5	14	-2	0.95	-3	1	-2
39	O=C(N/N=C/c1ccco1)c1ccc(N2CCCC2=O)cc1	12	1	1	7	-1	0.88	7	0.9	10
40	CC(C)(C)NS(=O)(=O)c1ccc(CCC(=O)NCc2cccnc2)cc1	-1	-1	-8	1	-1	1	-7	1.2	-18
41	Cc1nn(C)c(C)c1NC(=O)c1ccnn1C	5	1	-8	6	-2	0.95	-6	0.93	7
42	COc1ccc(C)cc1NC(=O)C1CCN(C(=O)c2ccc(C(C)(C)C)cc2)CC1	-3	-1	-5	15	-3	1	1	1.1	-5
43	CCn1cc(CN2CCC(n3nccc3NC(=O)c3cccc(F)c3)CC2)cn1	-10	0	-7	-9	2	1.1	-1	1.4	-36
44	COc1ccccc1NC(=O)c1ccc(-c2ccccc2F)o1	2	2	5	15	0	0.98	5	1	-3
45	CCCc1nnc(NC(=O)CCC(=O)N2CCN(S(=O)(=O)c3ccc(F)cc3)CC2)s1	2	1	1	8	-1	0.98	3	1.1	-10
46	CCOc1ccc(S(=O)(=O)N2CCN(C(=O)c3ccncc3)CC2)cc1	4	2	-7	8	-4	0.96	-2	1	-2
47	Nn1c(SCC(=O)Nc2ccc(S(=O)(=O)N3CCCC3)cc2)nnc1C(F)(F)F	-3	4	-7	-5	-2	1	-7	1.3	-26
48	Cc1ccc2nc(Nc3ccccc3)c(C=O)c(=O)n2c1	-3	1	4	13	-3	1	-5	0.98	2
49	c1ccc(-n2cnc3ccccc32)nc1	4	0	-2	4	2	0.96	-2	0.78	22
50	CC(/C=C/c1ccc(C)o1)=C\C(=O)O	-10	-5	0	17	-2	1.1	0	1	-3

Next section:
cpd	molecule	mIAP block	SENP1 FRET inh	APOBEC3G inh	NLRP3 yeast inh	beta cell repl	mIAP act	APOBEC3A inh	hIAP activ	hIAP inh
51	COc1cc(SC)ccc1C(=O)N1CCN(c2ccc(O)cc2)CC1	-3	1	-9	-4	-4	1	-4	1.1	-8
52	COc1ccc(CNC(=O)COC(=O)c2n[nH]c3ccccc23)cc1OC	-5	-2	-4	10	-5	1	7	1	-4
53	CCOC(=O)C1CCN(C(=O)COC(=O)C23CC4CC(CC(C4)C2)C3)CC1	-2	0	-6	13	-1	1	-6	1	0
54	Cc1nn(CC(=O)N/N=C/c2cccs2)c(C)c1[N+](=O)[O-]	-2	3	8	24	4	1	5	0.9	10
55	Cc1ccc(C(=O)OCC(=O)Nc2ccccc2)cc1NC(=O)c1ccco1	1	2	-7	4	0	0.99	-1	0.96	4
56	CCc1ccc(-c2cc3c(=O)n(CC(=O)NCCCN4CCN(CC)CC4)nc(C)n3n2)cc1	0	1	-3	8	-8	1	-2	1	-2
57	CCN(CC)C(=O)c1[nH]cnc1C(=O)N[C@@H](C)C(=O)OCc1ccccc1	4	3	-6	13	0	0.95	1	1.1	-10
58	COc1ccc(NC(=O)CN2C(=O)COc3ccc(S(=O)(=O)N4CCCCCC4)cc32)cc1	-3	3	5	16	-2	1	0	0.63	37*
59	O=[N+]([O-])c1cccc(NC(=S)N2CCN(S(=O)(=O)c3ccccc3)CC2)c1	4	2	-6	11	-1	0.96	-3	0.98	2
60	O=C(CN1C(=O)NC2(CCCC2)C1=O)Nc1ccc(F)cc1	-1	0	-6	3	0	1	-3	1.1	-8
61	Cc1ccccc1-c1nn(-c2ccc(F)cc2F)cc1CNCCCN(C)C	0	-1	-2	9	-6	1	2	1	-4
62	CCN(CC)c1ccc(N=Cc2cc(Br)ccc2O)cc1	13	25	-3	14	-6	0.87	-3	0.9	10
63	CCC(C)[C@H](NC(=O)C1CCN(C(=O)[C@H](Cc2ccccc2)NC(=O)OC(C)(C)C)CC1)C(=O)O (some centres not stated)	-3	2	-7	11	-2	1	-5	1.1	-10
64	CCOC(=O)c1c(C)[nH]c(N=Nc2ccccc2)c1C	24	1	-5	31	-1	0.76	-2	0.99	1
65	CCn1c(=O)cc(OCC(=O)Nc2nc(C)cs2)c2ccccc21	-2	2	-7	11	2	1	-1	1.1	-6
66	COc1ccc(NC(=O)c2cccc(N3C(=O)C4CCC(C)CC4C3=O)c2)c(OC)c1 (configuration not stated)	2	0	-7	-8	1	0.98	-6	0.97	3
67	Cc1ccc(CSCC(=O)N2CCN(c3ccccc3)CC2)cc1	11	0	-2	24	-1	0.89	0	1	-4
68	CC(C)c1ccc(S(=O)(=O)N2CCN(C(=O)C3CCCC3)CC2)cc1	-2	0	-1	24	0	1	23	1	0
69	CCOc1ccccc1NC(=O)c1cc(S(=O)(=O)N2CCN(CC)CC2)ccc1Cl	-2	4	-10	10	4	1	-2	0.94	6
70	COCCCn1c(SCC(=O)NC2CCCC2)nnc1-c1ccco1	0	-1	-6	7	2	1	0	0.9	10
71	NC(=O)C(c1ccccc1)c1ncc(C(F)(F)F)cc1Cl (configuration not stated)	12	0	-3	10	-1	0.88	0	0.99	1
72	O=C(c1cccc(-n2cnnn2)c1)N1CC=C(c2ccccc2)CC1	-2	-1	-4	12	2	1	0	1	-3
73	COC(=O)c1ccccc1Nc1ccccc1	12	1	0	-2	1	0.88	-1	0.99	1
